Bioassay records: PubChem, National Center for Advancing Translational Sciences (NCATS)
BAZ2B block = qHTS Assay for Inhibitors of BAZ2B; AlphaScreen BAZ2B-H3K14Ac peptide displacement; Potency, µM (highest dose often 114 µM), inactives show top-dose activity change, negative = inhibition, most hits filed as inhibitors; 4.4% of 360,000 active; further: potency means the concentration at half of the fitted maximal effect; on the % scale 0 is the no-effect control and ±100 the full control effect; nearly all actives have a fitted effect of over 60% in size
Target sequence (Q9UIF8 whole entry, looked up): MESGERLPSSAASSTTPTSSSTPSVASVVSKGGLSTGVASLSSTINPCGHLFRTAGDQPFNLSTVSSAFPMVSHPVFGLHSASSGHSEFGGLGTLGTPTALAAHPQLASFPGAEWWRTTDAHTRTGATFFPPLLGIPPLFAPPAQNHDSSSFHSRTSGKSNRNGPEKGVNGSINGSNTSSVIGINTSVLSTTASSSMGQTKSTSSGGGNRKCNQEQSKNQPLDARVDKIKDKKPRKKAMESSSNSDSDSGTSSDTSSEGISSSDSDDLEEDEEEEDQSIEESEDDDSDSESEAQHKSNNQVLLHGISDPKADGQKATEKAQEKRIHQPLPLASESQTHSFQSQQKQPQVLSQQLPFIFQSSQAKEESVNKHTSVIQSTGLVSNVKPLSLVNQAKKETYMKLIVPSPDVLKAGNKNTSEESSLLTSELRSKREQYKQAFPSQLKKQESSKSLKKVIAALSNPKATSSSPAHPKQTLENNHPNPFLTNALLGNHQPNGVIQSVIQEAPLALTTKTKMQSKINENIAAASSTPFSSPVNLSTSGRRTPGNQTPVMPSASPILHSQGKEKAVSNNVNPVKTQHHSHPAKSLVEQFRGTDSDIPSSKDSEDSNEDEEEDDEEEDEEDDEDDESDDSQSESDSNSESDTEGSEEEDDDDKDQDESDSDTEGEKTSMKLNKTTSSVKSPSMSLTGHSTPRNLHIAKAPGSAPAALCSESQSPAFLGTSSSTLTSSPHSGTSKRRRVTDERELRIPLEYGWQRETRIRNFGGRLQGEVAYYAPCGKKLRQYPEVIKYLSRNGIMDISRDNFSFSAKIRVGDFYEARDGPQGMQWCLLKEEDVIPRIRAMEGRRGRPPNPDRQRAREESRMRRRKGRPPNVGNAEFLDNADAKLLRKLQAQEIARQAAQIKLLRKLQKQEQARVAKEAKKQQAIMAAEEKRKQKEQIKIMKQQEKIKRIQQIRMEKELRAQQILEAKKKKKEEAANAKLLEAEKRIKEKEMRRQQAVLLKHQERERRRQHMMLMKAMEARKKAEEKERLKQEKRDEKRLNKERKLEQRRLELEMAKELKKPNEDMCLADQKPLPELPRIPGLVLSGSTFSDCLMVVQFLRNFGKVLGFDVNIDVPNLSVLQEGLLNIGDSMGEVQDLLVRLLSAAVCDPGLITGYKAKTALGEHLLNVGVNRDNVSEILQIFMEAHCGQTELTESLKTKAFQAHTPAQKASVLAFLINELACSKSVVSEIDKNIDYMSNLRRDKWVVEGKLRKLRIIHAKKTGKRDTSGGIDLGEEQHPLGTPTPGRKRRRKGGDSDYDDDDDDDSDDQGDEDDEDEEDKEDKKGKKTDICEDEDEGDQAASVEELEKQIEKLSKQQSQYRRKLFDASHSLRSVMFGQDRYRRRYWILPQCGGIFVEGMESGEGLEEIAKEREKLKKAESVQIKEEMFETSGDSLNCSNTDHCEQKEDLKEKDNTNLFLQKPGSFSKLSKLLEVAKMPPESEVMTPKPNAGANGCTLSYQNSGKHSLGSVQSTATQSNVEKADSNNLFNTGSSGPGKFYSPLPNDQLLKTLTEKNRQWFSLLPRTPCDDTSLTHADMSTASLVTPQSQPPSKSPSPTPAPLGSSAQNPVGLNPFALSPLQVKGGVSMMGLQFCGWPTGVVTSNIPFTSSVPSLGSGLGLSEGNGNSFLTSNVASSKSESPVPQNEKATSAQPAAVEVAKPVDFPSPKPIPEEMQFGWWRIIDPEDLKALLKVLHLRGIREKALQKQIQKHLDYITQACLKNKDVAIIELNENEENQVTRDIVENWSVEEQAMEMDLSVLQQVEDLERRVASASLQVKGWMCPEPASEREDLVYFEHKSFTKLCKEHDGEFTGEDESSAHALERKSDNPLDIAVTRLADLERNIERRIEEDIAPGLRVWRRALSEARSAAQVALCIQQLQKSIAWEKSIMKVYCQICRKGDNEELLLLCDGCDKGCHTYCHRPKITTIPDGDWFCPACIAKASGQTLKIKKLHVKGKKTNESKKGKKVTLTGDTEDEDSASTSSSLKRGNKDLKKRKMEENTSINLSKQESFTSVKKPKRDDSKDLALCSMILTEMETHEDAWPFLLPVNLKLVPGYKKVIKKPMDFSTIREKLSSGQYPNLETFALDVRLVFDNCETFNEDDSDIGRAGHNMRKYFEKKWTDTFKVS
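Inhibition is scored as reduced AlphaScreen emission. The BAZ2B/b-H3(5-23)K14Ac complex (50 nM each) in PBS pH 7.4, 0.01% Tween-20 meets compound (up to 110 uM) for 30 min at RT before bead addition.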
PGK inhibitor = qHTS Assay to Find Inhibitors of Phosphoglycerate Kinase; Phosphoglycerate kinase, glycosomal (Trypanosoma brucei brucei), P07378; PGK/GAPDH coupled, Kinase-Glo luminescence, 60 min; Potency, µM (series often up to 57.5 µM), inactives show at the highest dose activity change, negative = inhibition, usual class: inhibitors; 0.043% of 380,000 active; AID 602233, 2012; further: potency means the concentration at half of the fitted maximal effect; on the % scale 0 is the no-effect control and ±100 the full control effect; nearly all actives have a fitted effect of over 60% in size
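Luminescent ATP detection (Kinase-Glo Plus) follows a 60-minute room-temperature incubation, with wells lacking PGK as controls. Buffer: 100 mM TEA (pH 7.6), 5 mM MgCl2, 0.01% Tween-20. Coupling enzyme GAPDH (100 nM final) supplies unstable 1,3-BPG in-well.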
Pin1 inh = qHTS Assay to Find Inhibitors of Pin1; Peptidyl-prolyl cis-trans isomerase NIMA-interacting 1 (Homo sapiens), Q13526; AID 504891, 2011; Pin1 FP peptide displacement, HiFluor488, 10 min; 0.009% of 390,000 active; Potency, µM (series often up to 115 µM), without a hit: top-dose activity, negative = inhibition, actives largely listed as inhibitors; active means well fitted inhibition curve with a large enough effect in the polarisation, with a control signal flat, not every such curve was filed as active; inconclusive means small, poorly fitted or top-dose-only effect, or effect the other way, or a change in a side signal; inactive means no such curve, though single readings can be large or run the other way; the % refers to the polarisation; further: potency means the concentration at half of the fitted maximal effect; on the % scale 0 is the no-effect control and ±100 the full control effect
PI4K2A block = qHTS for small molecular inhibitors of PI4K2A; Phosphatidylinositol 4-kinase type 2-alpha (Homo sapiens), Q9BTU6; purified PI4K2A, ADP-Glo luminescence, 1 h; stronger effect = lower value; activity change, negative = inhibition, % at 76.9 µM; 0.13% of 420,000 active; AID 1346378, 2018; in the data active means activity change below about -50%; inconclusive means mostly about -30% to -49%;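 further: -100% = wells without enzyme as full effect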
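PI4K2A activity was measured by ADP-Glo luminescence: enzyme (4 ug/mL stock) and phosphatidylinositol (1.2 mM stock) in Tris pH 7.5/MgCl2/EGTA/Triton X-100 buffer were reacted with ATP (300 microM stock) for one hour at ambient temperature.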
POLH inh = qHTS for Inhibitors of Polymerase Eta | recombinant Pol eta, fluorescent DNA replication assay | 1.2% of 390,000 active | Potency, µM (highest dose often 114 µM), for the others: at the top dose activity change, negative = inhibition, most hits filed as inhibitors | AID 588591, 2011 | DNA polymerase eta (Homo sapiens), Q9Y253; further: potency means the concentration at half of the fitted maximal effect; on the % scale 0 is the no-effect control and ±100 the full control effect
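Fluorescent replication assay: 50 nM final substrate added after a 15 min room-temperature compound preincubation with 10 nM enzyme. Signal taken at 0 min and again at 10 min.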
GLS inh = qHTS for Inhibitors of Glutaminase (GLS). 0.21% of 410,000 active. Potency, µM (doses to about 45.5 µM), without a hit: at the top dose activity change, negative = inhibition, actives largely listed as inhibitors. GLS enzymatic activity, qHTS titration; further: potency means the concentration at half of the fitted maximal effect; on the % scale 0 is the no-effect control and ±100 the full control effect
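hKGA in 45 mM KH2PO4 (pH 8.2), 0.02% Tween-20 with compound, then 1mM L-Glutamine (stock as added) plus glutamate oxidase/HRP/Amplex red coupling mix. Fluorescence read initially and after 30 min at RT; signal change reflects glutamate formation.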
JMJD2A Tudor inh = qHTS Assay for Inhibitors of JMJD2A-Tudor Domain; AlphaScreen JMJD2A-Tudor / H3K4me3 peptide binding; Lysine-specific demethylase 4A (Homo sapiens), O75164; Potency, µM (titrated, usually from 114 µM), for inactives: top-dose activity change, negative = inhibition, usual class: inhibitors; 4.4% of 390,000 active; further: potency means the concentration at half of the fitted maximal effect; on the % scale 0 is the no-effect control and ±100 the full control effect; nearly all actives have a fitted effect of over 50% in size
G9a inh = qHTS Assay for Inhibitors of Histone Lysine Methyltransferase G9a; Potency, µM (series often up to 102 µM), for inactives: top-dose activity, negative = inhibition, actives largely listed as inhibitors; 8.8% of 350,000 active; G9a H3K9 monomethylation, AlphaScreen, 2 h; further: potency means the concentration at half of the fitted maximal effect; on the % scale 0 is the no-effect control and ±100 the full control effect; nearly all actives have a fitted effect of over 75% in size
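Methyltransferase reactions run at room temperature for 2 h (20 nM enzyme, 500 nM biotin-H3K9 peptide, 20 uM SAM) after a 15 min compound preincubation; product detected by AlphaScreen beads and anti-H3K9me1 antibody.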
HP1b binding inh = HTS for Inhibitors of HP1-beta Chromodomain Interactions with Methylated Histone Tails. Chromobox protein homolog 1 (Homo sapiens), P83916. AlphaScreen HP1-beta / biotin-H3K9me3 peptide binding. Potency, µM (doses to about 114 µM), for inactives: at the top dose activity change, negative = inhibition, hits mostly inhibitors. 0.56% of 390,000 active. AID 540317, 2011; further: potency means the concentration at half of the fitted maximal effect; nearly all actives have a fitted effect of over 70% in size; inactives centre near 23
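HP1-beta protein (50 nM final) preincubated 30 min at room temperature with biotinylated H3(1-18)K9me3 peptide (50 nM) in PBS pH 7.4, 0.01% Tween-20, then compound added for 30 min. AlphaScreen streptavidin donor/nickel chelate acceptor beads (10 ug/mL final), 30 min dark, luminescence read.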
* hit, by the source's call; i = inactive; ? = inconclusive; . = not tested or not shown; [ ] = another dose, or the depositor's remark. Unless noted, the call rests on the fitted dose curve; in most records, active means well fitted curve in the direction sought with a large enough effect; inconclusive means small, poorly fitted or top-dose-only effect, or another doubt; inactive means no such curve, though single readings can be large; an effect the other way counts as inactive or inconclusive.

PGK inhibitor,HP1b binding inh,POLH inh,GLS inh,BAZ2B block,G9a inh,PI4K2A block,Pin1 inh,JMJD2A Tudor inh,compound
0%,42%[activator],4%,7%,.,2%[59 µM],2,8%,-7%,CC1=CS/C(=C(/C#N)C(=O)N2CCOCC2)N1c1ccccc1
9%,31%[activator],-1%,7%,-20%,-1%[12.7 µM],9,6%,-7%,O=S(=O)(c1ccc(Sc2nnc3ccccn23)nc1)N1CCOCC1
i,?,-11%,8%,?,13µM*,2,-7%,?,Cc1ccc(/C=C/C(=O)NCc2cccs2)o1
10%,29%,-16%,10%,5%,10%[59 µM],2,8%,6%,Cc1cc(OCC(=O)NCc2ccccn2)cc(C)c1Br
-9%,0%,-18%,16%,-17%,-29%,-1,0%,-20%,COc1ccc(-n2c(-c3ccc(Cl)cc3)c[n+]3c2CCc2ccccc2-3)cc1
-3%,60%[activator],-7%,9%,7%,10%[59 µM],-5,-2%,-7%,O=C(CSc1ccccc1)Nc1ccncc1
0%,32%,-3%,0%,0%,0%[59 µM],1,44%[activator],-4%,COc1ccc(Cl)cc1NC(=O)CCC(=O)c1ccc(C)cc1
-5%,31%[activator],7%,5%,-5%,15%[59 µM],3,-1%,-14%,O=C(NNc1ncc(C(F)(F)F)cc1Cl)c1c(Cl)cccc1Cl
-5%,?,-11%,12%,?,2.5µM*,-3,?,?,COc1ccc2c(c1)CC/C(=C\Nc1ccc3c(c1)OCO3)C2=O
-27%,?,-99%,-6%,-24%,?,-16,.,100µM*,Cc1noc(C)c1CCC(=O)N1CCCC(CCC(=O)NCc2ccc(F)c(F)c2)C1 (stereo not drawn)
i,44%[activator],-20%,-10%,1%,22%[59 µM],4,1%,-18%,Cc1ccc(NC(=O)c2ccc(OC(F)F)cc2)cc1S(=O)(=O)N(C)C
-6%,5%,5%,-14%,-10%,3%[59 µM],1,-10%,-6%,Cc1cc(C)cc(NC(=S)N2CCC(NC(=O)C3CCCCC3)CC2)c1
-4%,9%,-13%,4%,?,?,-21,10%,-18%,O=[N+]([O-])c1ccc(/C=C/c2ccc3ccccc3n2)cc1
4%,18%,-16%,-3%,-13%,3%[59 µM],-8,0%,-10%,COc1ccc(NC(=O)CCc2c(C)nc3c(c2C)c(=O)n(C)c(=O)n3C)cc1OC
i,16%,6%,-1%,-18%,-7%,1,-5%,-16%,COCCN1C(=O)N(c2cccc(C)c2)C(=O)C1CC(=O)Nc1ccc(OC)cc1 (stereo not drawn)
-6%,3%,-10%,9%,-15%,-13%[59 µM],-13,6%,-15%,O=C(CC1(O)C(=O)N(Cc2ccccc2)c2ccc(Br)cc21)c1ccccc1 (stereo not drawn)
-1%,53%[activator],-7%,-5%,9%,18%,-5,-2%,-8%,Fc1ccc(CSc2nnc(-c3cccnc3)o2)cc1
9%,36%,-14%,3%,.,.,-1,-2%,-3%,C[C@H](CO)N1C[C@H](C)[C@@H](CN(C)Cc2ccccc2)Oc2ccc(NC(=O)Cn3cnnn3)cc2C1=O
-2%,?,-5%,10%,-13%,32µM*,-2,-2%,?,CCN(CC)CCNC(=O)c1ccc(NC(=O)c2cccc(S(=O)(=O)N3CCc4ccccc43)c2)cc1
i,17%,-19%,-2%,-36%,2%[59 µM],3,32%[activator],-29%,Cc1nn(-c2ccccc2)c(N2CCCC2)c1/C=N/NC(=O)c1cc(-c2ccccc2)nc2ccccc12
i,37%,-3%,-3%,0%,1%,2,4%,1%,CC1OC2(OC1C)C(=O)Nc1ccccc12 (stereo not drawn)
-2%,-24%,-5%,3%,-7%,-3%,-9,-2%,3.5µM*,COc1ccc(S(=O)(=O)NCc2ccccn2)cc1NC(=O)c1ccc(Cl)cc1
3%,26%,-22%,3%,4%,9%[59 µM],0,1%,-20%,CC1CCN(CCCNC(=O)c2ccc(CS(=O)(=O)Cc3ccccc3F)o2)CC1
-3%,-12%,-22%,10%,3%,-10%[59 µM],1,-8%,-8%,O=P(CCO)(c1ccccc1)c1ccccc1
i,53%[activator],-18%,0%,-19%,2%[59 µM],-4,1%,-10%,Cc1ccc(Cl)cc1Nc1sc(C(=O)c2ccc(F)cc2)c(N)c1S(C)(=O)=O
1%,45%[activator],-8%,1%,5%,4%[59 µM],-11,-5%,8%,CCOc1c(Br)cc(CNCc2cccs2)cc1OC
-6%,36%,-17%,8%,.,.,-4,-1%,7%,COc1cc(C(=O)COC(=O)C2CCCCC2)cc(OC)c1OC
-4%,19%,-12%,6%,-1%,13µM*,-7,5%,?,CCCn1c2c(c(=N)c3c1CCC3)CCCC2
-9%,11%[57 µM],-14%,0%,.,.,-1,-5%,-21%,Cc1cnc(C(=O)OCC(=O)Nc2ccccc2[N+](=O)[O-])cn1
2%,7%,-15%,-3%,8%,.,2,-3%,-27%,CN(C)C(=S)Nc1ccc(Cc2ccncc2)cc1

For reference, part of the list above.
PGK inhibitor,HP1b binding inh,POLH inh,GLS inh,BAZ2B block,G9a inh,PI4K2A block,Pin1 inh,JMJD2A Tudor inh,compound
-9%,11%[57 µM],-14%,0%,.,.,-1,-5%,-21%,Cc1cnc(C(=O)OCC(=O)Nc2ccccc2[N+](=O)[O-])cn1
2%,7%,-15%,-3%,8%,.,2,-3%,-27%,CN(C)C(=S)Nc1ccc(Cc2ccncc2)cc1

Pulled by compound from the list above:
PGK inhibitor,HP1b binding inh,POLH inh,GLS inh,BAZ2B block,G9a inh,PI4K2A block,Pin1 inh,JMJD2A Tudor inh,compound
-6%,36%,-17%,8%,.,.,-4,-1%,7%,COc1cc(C(=O)COC(=O)C2CCCCC2)cc(OC)c1OC
i,?,-11%,8%,?,13µM*,2,-7%,?,Cc1ccc(/C=C/C(=O)NCc2cccs2)o1

Going on with the list.
PGK inhibitor,HP1b binding inh,POLH inh,GLS inh,BAZ2B block,G9a inh,PI4K2A block,Pin1 inh,JMJD2A Tudor inh,compound
-3%,47%[activator],-17%,8%,1%,51%[activator],-5,-8%,-19%,O=C(CSc1ccccc1)NCc1ccc(F)cc1
1%,-8%,-9%,6%,?,.,-2,9%,?,COc1ccc2[nH]c3c(c2c1)CCN1C(=O)N([C@@H](C)C(=O)NC2CCCCC2C)C(=O)[C@]31C (stereo partly drawn)
7%,7%,-12%,12%,3%,1%,5,-1%,-14%,Cc1ccc(C)c(Cn2nnc(C(=O)Nc3ccc4c(c3)OCCO4)c2N)c1
8%[11.5 µM],21%,-5%,2%,3%,28%[59 µM],1,7%,-8%,O=C(NCCc1ccccc1F)C1CCCN1S(=O)(=O)c1ccccc1 (stereo not drawn)
1%,?,?,12%,.,.,7,-7%,?,O=[N+]([O-])c1ccc2c(c1)-c1ccccc1C2=NO
-7%,?,-9%,-15%,.,.,-3,5%,?,O=C(Nc1ccc(N2CCCC2)c(Cl)c1)c1ccc2c(c1)OCCO2
3%,40%[activator],1%,0%,12%,-1%,-1,6%,-3%,N/C(=N\OC(=O)c1cccc2ccccc12)c1ccncc1
-5%,26%,-13%,-8%,-14%,-29%,3,4%,1%,CC(NCC(O)COc1ccc(S(=O)(=O)N2CCOCC2)cc1)c1ccccc1 (stereo not drawn)
i,21%,-3%,2%,0%,.,1,2%,-12%,O=C(Nc1c[nH]c(=O)[nH]c1=O)c1ccccc1Br
-8%,-15%,-7%,5%,.,32µM*,-3,14%,?,CN=C1NN=C(c2cc(C)n(-c3ccc(Cl)cc3)c2C)CS1
-1%,40%[activator],-10%,5%,1%,.,-2,9%,-32%,Cc1ccc(C)n1-c1nnc(N2CCC(C(=O)N3CCN(C)CC3)CC2)s1
-5%,7%,-15%,1%,-17%,-1%,7,?,-12%,O=C(NCCc1c[nH]c2ccccc12)C1CCN(S(=O)(=O)c2ccccc2)CC1
-9%,7%,10%,0%,-2%,-14%,0,0%,-7%,Cc1cccc(N(CC(=O)NCc2ccccc2)C(=O)CCC(=O)Nc2nccs2)c1
4%,26%,-20%,-4%,-13%,13%,-6,0%,7%,CCOC(=O)Cn1nc(C)n(-c2c(C)cccc2C)c1=O
-10%,27%,-20%,6%,-6%,4%[12.7 µM],-2,1%,-7%,Cc1ccccc1C(=O)Nc1cc(S(=O)(=O)N2CCOCC2)ccc1N1CCN(C)CC1
-5%,-29%,-14%,15%,5%,7%,-9,-1%,-8%,COc1cc(Cc2nccc3cc(OC)c(OC)cc23)c(S(=O)(=O)O)cc1OC
-2%,15%,-15%,-22%,1%,-4%,-2,5%,6%,CC1CC(C)CN(CCCNC(=O)C2CCCN(c3ncnc4c3nc3n4CCCCC3)C2)C1 (stereo not drawn)
-14%,29%,-22%,4%,2%,13%[59 µM],-4,-4%,-1%,O=C1CC(c2nc(-c3ccccc3)no2)CN1c1ccccc1 (stereo not drawn)
i,22%,-22%,4%,-13%,-1%,-3,-9%,-13%,O=C(c1cccc(N2C(=O)C3C4C=CC(C4)C3C2=O)c1)N1CCN(c2ccccc2F)CC1 (stereo not drawn)

A portion of the library; the hit share may differ from the screen's.
